# Source: PubChem BioAssay
# rTrxR1 inhibitor: qHTS Assay for Inhibitors of Mammalian Selenoprotein Thioredoxin Reductase 1 (TrxR1): qHTS; recombinant rTrxR1, NADPH fluorescence consumption, selenite substrate; Potency, µM (titrated, usually from 114 µM), inactives show top-dose activity change, negative = inhibition, hits mostly inhibitors; 390,000 compounds, 1% hits; AID 588453, 2011; note: % is set by controls: 0 for no effect and ±100 for the full control effect; nearly all actives have a fitted effect of over 65% in size
#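 Rat TrxR1 (90 nM in the dispensed reagent) was pre-reduced with 400 uM NADPH for 5 min at room temperature, then incubated with compound for 15 min. After 400 uM selenite was added, NADPH fluorescence (Ex 340/Em 450 nm) was followed for 8 min.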
# 12-LOX inh: Primary qHTS assay for inhibitors of human arachidonate 12S-lipoxygenase (ALOX12): Round 2; Polyunsaturated fatty acid lipoxygenase ALOX12 (Homo sapiens), P18054; purified 12hLO, xylenol orange hydroperoxide absorbance; Potency, µM (titrated, usually from 108 µM), inactives show at the top dose activity change, negative = inhibition, usual class: inhibitors; 580,000 compounds, 1.1% hits; AID 1671190, 2021; note: % is set by controls: 0 for no effect and ±100 for the full control effect
# Target sequence (P18054 whole entry, looked up): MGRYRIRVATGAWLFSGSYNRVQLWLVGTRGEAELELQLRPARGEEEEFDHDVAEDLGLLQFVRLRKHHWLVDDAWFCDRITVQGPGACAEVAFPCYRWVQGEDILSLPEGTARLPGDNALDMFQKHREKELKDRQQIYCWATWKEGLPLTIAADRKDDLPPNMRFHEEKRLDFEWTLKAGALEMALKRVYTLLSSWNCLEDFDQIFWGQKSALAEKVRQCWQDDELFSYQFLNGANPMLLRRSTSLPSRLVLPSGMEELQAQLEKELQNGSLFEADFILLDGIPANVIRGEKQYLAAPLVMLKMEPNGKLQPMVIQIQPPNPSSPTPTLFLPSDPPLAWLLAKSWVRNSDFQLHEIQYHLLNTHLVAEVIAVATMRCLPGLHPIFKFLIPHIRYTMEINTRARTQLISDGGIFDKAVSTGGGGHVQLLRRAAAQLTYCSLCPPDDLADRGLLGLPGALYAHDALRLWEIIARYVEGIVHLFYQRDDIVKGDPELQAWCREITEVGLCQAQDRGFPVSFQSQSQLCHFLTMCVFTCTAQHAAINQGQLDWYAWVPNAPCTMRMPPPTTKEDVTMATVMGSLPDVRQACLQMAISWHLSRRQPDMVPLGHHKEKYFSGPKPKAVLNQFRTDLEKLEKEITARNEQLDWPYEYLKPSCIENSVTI
#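 Purified human 12hLO at 150 nM in 25 mM Hepes, 0.01% Triton X-100, pH 7.0, preincubated 15 min at room temperature with compound. Reaction started with 40 uM arachidonic acid, 30 min at room temperature. Hydroperoxide measured by Fe-xylenol orange, 573/405 nm absorbance ratio.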
# ERG Ets-DNA blk: qHTS for Small Molecule Inhibitors of the ERG Ets/DNA interaction; fluorescence polarization, His-ERG Ets domain / labelled DNA; Potency, µM (doses to about 76.9 µM), for inactives: top-dose FP activity, negative = inhibition, most hits filed as inhibitors; 370,000 compounds, 0.028% hits; active = well fitted inhibition curve with a large enough effect in the polarisation, with a control signal flat; inconclusive = small, poorly fitted or top-dose-only effect, or effect the other way, or a change in a side signal; inactive = no such curve, though single readings can be large or run the other way; the % refers to the polarisation;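 note: polarization taken with two DNA probes labelled with fluorescein and Texas red; % of control where 0% means no effect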
#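 His-tagged ERG Ets domain (1 uM in the protein solution; 300mM KCl, 50mM Tris-HCl, 1mM EDTA, 1mM DTT, pH 7.5) received compound, then a probe mix of 5 nM fluorescein-DNA and 100nM Texas-615-DNA. Fluorescence polarization was read for both dyes.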
# GLS inh: qHTS for Inhibitors of Glutaminase (GLS) | GLS enzymatic activity, qHTS titration | 410,000 compounds, 0.21% hits | Glutaminase kidney isoform, mitochondrial (Homo sapiens), O94925 | AID 624170, 2012 | Potency, µM (highest dose often 45.5 µM), for the others: at the highest dose activity change, negative = inhibition, hits mostly inhibitors; note: % is set by controls: 0 for no effect and ±100 for the full control effect
#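 Glutamate formation by hKGA was monitored fluorometrically using coupled glutamate oxidase, HRP and Amplex Red. Substrate was added as 1 mM L-glutamine solution; incubation was 30 min at RT after an initial read.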
# HP1b binding inh: HTS for Inhibitors of HP1-beta Chromodomain Interactions with Methylated Histone Tails; Chromobox protein homolog 1 (Homo sapiens), P83916; AlphaScreen HP1-beta / biotin-H3K9me3 peptide binding; Potency, µM (top dose mostly 114 µM), for the others: top-dose activity change, negative = inhibition, actives largely listed as inhibitors; 390,000 compounds, 0.56% hits; AID 540317, 2011; note: nearly all actives have a fitted effect of over 70% in size; inactives centre near 23
#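 Compound inhibition of the preformed complex between 50 nM HP1-beta and 50 nM biotinylated H3K9me3 peptide was read by AlphaScreen. Buffer was PBS pH 7.4 with 0.01% Tween-20. Incubations ran 30 min at room temperature, with 10 ug/mL donor/acceptor beads.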
# Pin1 inhibitor: qHTS Assay to Find Inhibitors of Pin1. Potency, µM (top dose mostly 115 µM), without a hit: top-dose activity, negative = inhibition, hits mostly inhibitors. 390,000 compounds, 0.009% hits. AID 504891, 2011. Pin1 FP peptide displacement, HiFluor488, 10 min; active = well fitted inhibition curve with a large enough effect in the polarisation, with a control signal flat, not every such curve was filed as active; inconclusive = small, poorly fitted or top-dose-only effect, or effect the other way, or a change in a side signal; inactive = no such curve, though single readings can be large or run the other way; the % refers to the polarisation; note: % is set by controls: 0 for no effect and ±100 for the full control effect
# RGS4 inhibitor: Inhibitors of Regulator of G Protein Signaling (RGS) 4: qHTS; Regulator of G-protein signaling 4 (Homo sapiens), P49798; Transcreener GDP fluorescence polarization, RGS4-accelerated GTP hydrolysis; Potency, µM (highest dose often 114 µM), without a hit: at the highest dose activity change, negative = inhibition, hits mostly inhibitors; 390,000 compounds, 0.039% hits; AID 504845, 2011; note: % is set by controls: 0 for no effect and ±100 for the full control effect; nearly all actives have a fitted effect of over 75% in size; some results filed as inactive show a strong effect at the top dose
#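 MLSMR compounds (23 nl, pin-transferred) preincubated 10 min at room temperature with a 500nM (2x) first reagent, then RGS4 at 900nM (2x) plus Transcreener GDP mix added; fluorescence polarization (620/688 nm) read before and after 90 min at 30 °C.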
# JMJD2A Tudor inh: qHTS Assay for Inhibitors of JMJD2A-Tudor Domain; 390,000 compounds, 4.4% hits; AID 504339, 2011; AlphaScreen JMJD2A-Tudor / H3K4me3 peptide binding; Potency, µM (doses to about 114 µM), for the others: top-dose activity change, negative = inhibition, most hits filed as inhibitors; note: % is set by controls: 0 for no effect and ±100 for the full control effect; nearly all actives have a fitted effect of over 50% in size
# Tb PGK inh: qHTS Assay to Find Inhibitors of Phosphoglycerate Kinase; AID 602233, 2012; Potency, µM (highest dose often 57.5 µM), without a hit: top-dose activity change, negative = inhibition, actives largely listed as inhibitors; PGK/GAPDH coupled, Kinase-Glo luminescence, 60 min; Phosphoglycerate kinase, glycosomal (Trypanosoma brucei brucei), P07378; 380,000 compounds, 0.043% hits; note: % is set by controls: 0 for no effect and ±100 for the full control effect; nearly all actives have a fitted effect of over 60% in size
# Target sequence (P07378 whole entry, looked up): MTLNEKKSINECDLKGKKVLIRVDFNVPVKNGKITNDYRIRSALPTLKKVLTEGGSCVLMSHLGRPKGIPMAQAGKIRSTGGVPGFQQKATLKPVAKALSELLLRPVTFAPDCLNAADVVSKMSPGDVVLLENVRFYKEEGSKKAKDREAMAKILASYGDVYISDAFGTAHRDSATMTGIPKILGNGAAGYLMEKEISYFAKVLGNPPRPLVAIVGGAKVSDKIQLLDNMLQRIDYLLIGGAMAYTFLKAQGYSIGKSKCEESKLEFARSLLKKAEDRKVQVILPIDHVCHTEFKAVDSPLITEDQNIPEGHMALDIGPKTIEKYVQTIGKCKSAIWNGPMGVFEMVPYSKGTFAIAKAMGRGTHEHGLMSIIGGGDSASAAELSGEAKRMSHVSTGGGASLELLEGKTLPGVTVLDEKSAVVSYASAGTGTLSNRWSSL
#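 Recombinant glycosomal PGK reaction used 1,3-bisphosphoglycerate generated in-well by GAPDH (100nM final) in 100mM TEA pH 7.6, 5mM MgCl2, 0.01% Tween-20. After 60 minutes at room temperature, ATP was read by Kinase-Glo Plus luminescence end-point.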
# Numbers without * were called inactive; i = inactive; u = inconclusive; x = no result given; [ ] = dose if it differs, or a comment. Unless noted, calls come from the whole dose curve; as a rule, active = well fitted curve in the direction sought with a large enough effect; inconclusive = small, poorly fitted or top-dose-only effect, or another doubt; inactive = no such curve, though single readings can be large; an effect the other way counts as inactive or inconclusive. Potency is the fitted concentration of half-maximal effect.
No.	RGS4 inhibitor	JMJD2A Tudor inh	GLS inh	Pin1 inhibitor	rTrxR1 inhibitor	ERG Ets-DNA blk	HP1b binding inh	12-LOX inh	Tb PGK inh	SMILES
1	1%	-11%	14%	-7%	-14%[57.1 µM]	4%	41%[activator]	-8%	i	Cc1cccc(NC(=S)N2CCC(NC(=O)c3ccco3)CC2)c1
2	15%	-25%	x	-9%	u	x	21%	x	x	Cc1ccc(S(=O)(=O)N2CCN(c3nc(-c4cccs4)nc4cccnc34)CC2)cc1
3	11%	5%	-2%	-3%	-6%	-1%	36%	-20%	-3%	Cc1cccc(C)c1NC(=O)CCSc1nc(-c2ccc3c(c2)OCO3)cc(C(F)(F)F)n1
4	-20%	-17%	2%	2%	2%	-6%	38%	u	-5%	CCOc1ccc(S(=O)(=O)n2ccnc2)c2ccccc12
5	-19%	-22%	-7%	u	-29%	-2%	9%	-10%	-14%	CN(C)c1ccc(-c2nc(-c3ccccn3)no2)cc1[N+](=O)[O-]
6	-14%	-14%	-9%	27%	31%[57.1 µM]	2%	1%	-20%	-9%	CCOC(=O)C1CCCN(C(=O)c2ccc3c(c2)N(Cc2cccc(Cl)c2)C(=O)c2ccccc2S3(=O)=O)C1 (stereo unspecified)
7	25%[56.9 µM]	-14%	4%	1%	25%	-18%	34%	u	-8%	COC(=O)C1=NNC2C(=O)N(c3ccc(C)cc3)C(=O)C12 (stereo unspecified)
8	5%	-12%	0%	27%	11%	1%	42%[activator]	u	2%	NC(=O)c1ccc(NC(=O)COC(=O)c2n[nH]c3ccccc23)cc1
9	2%	u	-1%	9%	17%	-16%	-16%	x	-3%	O=C(C1=C[C@H](C2CCCCC2)C[C@H](OCc2ccc(CO)cc2)O1)N1CCN(Cc2ccc3c(c2)OCO3)CC1
10	7%	-17%	-2%	0%	17%[57.1 µM]	-4%	6%	-14%	i	CC1CCN(S(=O)(=O)c2cc3c4c(c2)CC(=O)N4CCC3)CC1
11	2%	0%	-4%	8%	4%	-1%	50%[activator]	u	-11%	CCCCC(=O)Nc1nnc(-c2ccc(OC)cc2)s1
12	6%	-9%	10%	0%	11%[57.1 µM]	-13%	31%	22%	2%	COc1ccc(NC(=O)N(C)C[C@H]2Oc3ccc(NC(=O)NC(C)C)cc3C(=O)N([C@H](C)CO)C[C@@H]2C)cc1

# At a glance, part of the list above:
No.	RGS4 inhibitor	JMJD2A Tudor inh	GLS inh	Pin1 inhibitor	rTrxR1 inhibitor	ERG Ets-DNA blk	HP1b binding inh	12-LOX inh	Tb PGK inh	SMILES
1	1%	-11%	14%	-7%	-14%[57.1 µM]	4%	41%[activator]	-8%	i	Cc1cccc(NC(=S)N2CCC(NC(=O)c3ccco3)CC2)c1
2	15%	-25%	x	-9%	u	x	21%	x	x	Cc1ccc(S(=O)(=O)N2CCN(c3nc(-c4cccs4)nc4cccnc34)CC2)cc1
3	11%	5%	-2%	-3%	-6%	-1%	36%	-20%	-3%	Cc1cccc(C)c1NC(=O)CCSc1nc(-c2ccc3c(c2)OCO3)cc(C(F)(F)F)n1
4	-20%	-17%	2%	2%	2%	-6%	38%	u	-5%	CCOc1ccc(S(=O)(=O)n2ccnc2)c2ccccc12
5	-19%	-22%	-7%	u	-29%	-2%	9%	-10%	-14%	CN(C)c1ccc(-c2nc(-c3ccccn3)no2)cc1[N+](=O)[O-]
6	-14%	-14%	-9%	27%	31%[57.1 µM]	2%	1%	-20%	-9%	CCOC(=O)C1CCCN(C(=O)c2ccc3c(c2)N(Cc2cccc(Cl)c2)C(=O)c2ccccc2S3(=O)=O)C1 (stereo unspecified)
7	25%[56.9 µM]	-14%	4%	1%	25%	-18%	34%	u	-8%	COC(=O)C1=NNC2C(=O)N(c3ccc(C)cc3)C(=O)C12 (stereo unspecified)
8	5%	-12%	0%	27%	11%	1%	42%[activator]	u	2%	NC(=O)c1ccc(NC(=O)COC(=O)c2n[nH]c3ccccc23)cc1
9	2%	u	-1%	9%	17%	-16%	-16%	x	-3%	O=C(C1=C[C@H](C2CCCCC2)C[C@H](OCc2ccc(CO)cc2)O1)N1CCN(Cc2ccc3c(c2)OCO3)CC1

# Next section:
No.	RGS4 inhibitor	JMJD2A Tudor inh	GLS inh	Pin1 inhibitor	rTrxR1 inhibitor	ERG Ets-DNA blk	HP1b binding inh	12-LOX inh	Tb PGK inh	SMILES
13	-24%	-22%	22%	21%	11%	2%	28%	-7%	-6%	COC(=O)c1sc(NC(=O)CSc2nc3nc(C)cc(C)n3n2)c(C(=O)OC)c1C
14	-9%	-3%	0%	-2%	-11%[57.1 µM]	6%	27%	-10%	3%	CSc1nnc(NC(=O)c2ccc(S(=O)(=O)N(C)C)cc2)s1
15	20%	0%	0%	-2%	13%[57.1 µM]	-12%	12%	4%	-7%	NC(=O)c1ccc(NC(=O)C2CC2)cc1
16	-135%	18µM*	37%[activator]	2%	0.89µM*	x	u	x	-1%	O=C1C2C3C=CC(CO)(O3)C2C(=O)N1c1ccccc1-c1ccccc1 (stereo unspecified)
17	-18%	-16%	-10%	-4%	0%	-12%	14%	-23%	-8%	Cc1cccc(C)c1NC(=O)CCCSc1nnnn1C
18	34%	-5%	-1%	7%	25%	6%	23%	3%	5%	CCOCCn1c(SC(C)C(C)=O)nc2c1c(=O)[nH]c(=O)n2C (stereo unspecified)
19	u	-13%	-29%	1%	-17%	-4%	10%[57 µM]	-11%	i	COc1ccc(C(=O)NC(=S)N(CCC(C)C)c2c(N)n(Cc3ccccc3)c(=O)[nH]c2=O)cc1
20	5%[11.4 µM]	-28%	0%	-3%	u	1%	41%[activator]	-3%	0%	COc1cc(NC(=O)CCS(=O)(=O)c2ccc3c(c2)oc(=O)n3C)cc(OC)c1OC
21	0%	-10%	5%	-9%	16%[57.1 µM]	-4%	70%[activator]	0%	5%	O=C(NC1CCCCC1)C(c1cccnc1)N(C(=O)c1csnn1)C1CCCC1 (stereo unspecified)
22	-9%	-8%	0%	-2%	30%	6%	5%	-27%	-1%	CC(C)(C)c1nnc(NC(=O)C2CCN(c3ncccn3)CC2)s1
23	u	-16%	-4%	1%	-19%[57.1 µM]	1%	22%	483%[activator]	-1%	CCC(=O)c1cn(CC(=O)NCc2ccco2)c2ccccc12
24	-24%	22µM*	-11%	0%	-28%	4%	38%	u	4%	C=CCn1c(-c2cccc(OCC)c2)n[nH]c1=S
25	19%	-22%	x	-1%	-11%	x	23%	x	x	NCCN(Cc1ccc(Cl)c(Cl)c1)c1ccc(Br)cn1
26	u	u	8%	1%	17%	-1%	9%	-12%	-1%	CCN(Cc1ccccc1)C(=O)CSc1nc(C)cc(C)c1C#N
27	16%	-5%	7%	u	6%	1%	19%	-7%	3%	COc1c(Cl)cc(Cl)cc1/C=C(\C#N)c1nc(-c2ccc(Cl)cc2)cs1
28	1%	-1%	-9%	-1%	11%	-6%	55%[activator]	-6%	i	COc1ccc(Cn2c(=O)c3[nH]cnc3n(-c3ccc(C)cc3)c2=O)cc1
29	-24%	3%	3%	-17%	7%[57.1 µM]	3%	32%[activator]	u	-9%	CCC(C)c1ccc(NC(=S)NCc2cccs2)cc1 (stereo unspecified)
30	-13%	-34%	5%	-3%	16%	6%	9%	-16%	-2%	Cc1nc(N2CCCC2)c2c(C(=O)N3CCN(c4cccc(Cl)c4)CC3)c(C)oc2n1
31	-12%	-29%	-2%	u	0%	6%	-11%	-10%	-4%	CCOc1ccc(-c2nc(SCC(=O)NCCOC)c(-c3ccc(OC)c(OC)c3)[nH]2)cc1
32	-45%	-18%	3%	-4%	-30%[57.1 µM]	2%	34%[activator]	-6%	-5%	CCOC(=O)CSc1nnc(CSc2nc(C)cc(C)n2)n1Cc1ccco1
33	-32%	6%	0%	3%	-1%	-11%	35%	u	-7%	CC(=O)c1ccc([N+](=O)[O-])c(CS(=O)(=O)c2ccccc2)c1
34	-20%	-33%	2%	u	79µM*	-2%	24%	-27%	i	COc1ccc(-c2cc(C(=O)Nc3c(Cl)cc(Cl)cc3Cl)c3ccccc3n2)cc1OC
35	15%	u	2%	-5%	22%[57.1 µM]	4%	7%	0%	-11%	c1ccc(-c2nc3ccccc3c3nc4ccccc4n23)cc1
36	18%	-15%	2%	1%	3%[57.1 µM]	13%	24%	5%	-5%	CCOc1ccccc1NC(=O)c1cccc(NC2=NC3CS(=O)(=O)CC3S2)c1 (stereo unspecified)
37	-8%	-3%	-2%	-6%	23%	x	24%	-19%	0%	COc1ccc(C(C(=O)NC2CCCC2)N(Cc2ccc(F)cc2)C(=O)c2ccn[nH]2)cc1OC (stereo unspecified)
38	-48%	50µM*	0%	6%	u	-2%	-22%	u	4%	Cc1nc2sc(C(c3ccco3)N3CCN(C(c4ccccc4)c4ccccc4)CC3)c(O)n2n1 (stereo unspecified)

# These rows are one share of the data; rates above refer to the full screens.
